KOR beta-arrestin-1: kappa opioid receptor blockers – cell-based, luminescence, uHTS (AID 1778) | KOR beta-arrestin recruitment, luminescence, antagonist mode; higher % means a stronger effect | inhibition, % at 10 µM; hits with a dose series show IC50 in µM | actives 0.091% (n = 290,000); in the data active = inhibition above about 50%; note: strong numbers were not always called active
T cell modulator: T cell immune modulation candidate; 2C CD8+ T cell-vesicle binding, flow cytometry; active compounds read low; calls only at 7 µM; actives 0.068% (n = 330,000);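 active = response, share of CD8 T cells binding vesicles, and their 90th percentile fluorescence all below set limits, cut at about 80% in these data, passing the limit was not always enough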
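incubation = binding step 1.5 h, 37 °C, antibody labelling 20 min, ice | test system = 2C mouse CD8+ T cells | read-out basis = percent CD8+ FL2 mean versus row control | controls = Peptide-free naked vesicles (low) and QL9 vesicles with 0.7% DMSO vehicle (high) | detection = flow cytometry of vesicle-bound cells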
GPR35 antagonists: GPR35 antagonists blocking zaprinast-driven arrestin recruitment, primary screen, imaging, U2OS, beta-arrestin-GFP, zaprinast agonist (AID 2058); U2OS GPR35 beta-arrestin-GFP translocation imaging, zaprinast antagonism; higher % means a stronger effect; inhibition, % at 10 µM, or IC50 in µM where a hit was titrated; actives 0.052% (n = 290,000);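 active = inhibition of at least 50% with at least 30 cells and total cytoplasm GFP at most 10,000,000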
GPR55 activation: GPR55 agonists via beta-arrestin recruitment, primary screen, imaging, U2OS cells, beta-arrestin-GFP redistribution (AID 1961) | U2OS GPR55 beta-arrestin-GFP redistribution imaging; higher % means a stronger effect | activation, % at 10 µM, or EC50 in µM where a hit was titrated | actives 0.048% (n = 290,000);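 active = activation above 40% with more than 50 cells counted in the well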;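 note: U2OS osteosarcoma cells stably expressing GPR55 and beta-arrestin-GFP; plate controls were DMSO negative control for no effect and LPI positive control for full effect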
KOR beta-arrestin-2: KOR agonists, beta-arrestin recruitment, primary screen, cell-based, luminescence, uHTS (AID 1777); one-dose activation, % at 10 µM; EC50 in µM for titrated hits; KOR beta-arrestin recruitment, luminescence; higher % means a stronger effect; actives 0.02% (n = 280,000); in the data active = activation above about 50%, passing the limit was not always enough; note: a part of the inactive calls stands beside numbers as strong as those of hits
Salmonella PhoP GFP: PhoP-dependent GFP reporter repression – Salmonella Typhimurium, primary screen (AID 1863) | inhibition, % at 50 µM; hits with a dose series show IC50 in µM | actives 0.16% (n = 300,000) | S. Typhimurium PhoP-regulated promoter GFP reporter, 4 h; higher % means a stronger effect;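 active = inhibition over 29.93%, a cutoff 3 SD above the screen mean, later confirmed by dose response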;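 note: 0% = low Mg2+ inducing control and 100% = high Mg2+ repressing control; strong numbers were not always called active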
West Nile virus CPE: inhibition of WNV-induced cytopathic effect – cell-based, CPE readout (AID 1621); West Nile virus-infected cells, CPE inhibition; higher % means a stronger effect; actives 0.02% (n = 290,000); CPE inhibition, % at 10 µM, or IC50 in µM where a hit was titrated; in the data active = a potency from the dose series; note: strong numbers were not always called active
GPR55 antagonists: inhibition of LPI-stimulated GPR55 beta-arrestin translocation – imaging, U2OS, beta-arrestin-GFP, LPI agonist, primary screen (AID 2013) | U2OS GPR55 beta-arrestin-GFP translocation imaging, LPI antagonism; higher % means a stronger effect | inhibition, % at 10 µM, or IC50 in µM where a hit was titrated | actives 0.13% (n = 290,000);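 active = spots per cell inhibited over 60%, with over 100 cells counted and total cytoplasm intensity under 500,000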;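 note: U2OS cells stably carrying GPR55 and arrestin-GFP stimulated by 5 µM LPI near EC80; imaged beta-arrestin-GFP aggregate spots per cell after agonist stimulation; plate controls were LPI-stimulated DMSO wells for no effect and DMSO wells without LPI for full effect; some results filed as inactive read as strong as hits; confirmed hits need IC50 under 10 µM and bright autofluorescent wells are also inconclusive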
NTR1 agonist: agonists of NTR1, primary screen, imaging, U2OS cells, beta-arrestin-GFP, high content (AID 493036) | actives 0.17% (n = 330,000) | NTR1-U2OS beta-arrestin-GFP spot imaging, agonist mode | activation, % at 20 µM;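 active = activation at or above 40% of the spot to cytoplasm intensity ratio, with at least 20 cells analyzed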;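 note: 0% = DMSO without peptide and 100% = 100 nM NTR1 peptide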
Target sequence (P30989 whole entry, looked up): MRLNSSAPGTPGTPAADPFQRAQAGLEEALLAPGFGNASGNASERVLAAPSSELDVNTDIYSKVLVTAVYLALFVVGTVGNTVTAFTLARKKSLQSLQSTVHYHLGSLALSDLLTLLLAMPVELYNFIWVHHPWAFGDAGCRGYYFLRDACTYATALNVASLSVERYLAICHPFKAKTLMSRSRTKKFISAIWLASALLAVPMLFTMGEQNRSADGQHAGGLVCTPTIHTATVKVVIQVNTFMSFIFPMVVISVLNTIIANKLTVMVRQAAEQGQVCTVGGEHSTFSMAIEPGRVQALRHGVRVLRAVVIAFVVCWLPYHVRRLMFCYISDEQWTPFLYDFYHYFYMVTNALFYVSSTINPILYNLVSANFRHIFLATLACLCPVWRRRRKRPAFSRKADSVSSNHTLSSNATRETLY
T cell modulator vesicle-bound %: recorded beside T cell modulator, whose call it bears; double positive events, %; measured here: CD8+ vesicle-bound cell fraction;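 binding gate set so that unloaded-vesicle control wells show 10% double positive cells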
NTR1 agonist cell count 20 µM: further read-out of NTR1 agonist, marked with its call; cell count; measured here: cell count, cytotoxicity flag
Numbers without * were called inactive; [ ] = remark or other dose.

What do the screens show for `CCCNC(=O)c1ccc2c(=O)c(O)c(-c3ccsc3)[nH]c2c1`?
KOR beta-arrestin-1: 4%; T cell modulator: inactive; GPR35 antagonists: -6%; GPR55 activation: -0.1%; KOR beta-arrestin-2: -0.9%; Salmonella PhoP GFP: 8%; West Nile virus CPE: 1.2%; GPR55 antagonists: 6%; NTR1 agonist: 1.6; T cell modulator vesicle-bound %: 27; NTR1 agonist cell count 20 µM: 104

Results for CCCc1nc(NCc2ccc3c(c2)OCO3)c2nnn(Cc3ccccc3Cl)c2n1 ?
KOR beta-arrestin-1: -22%; T cell modulator: inactive; GPR35 antagonists: 7%; GPR55 activation: -0.1%; KOR beta-arrestin-2: -4.4%; Salmonella PhoP GFP: -4%; West Nile virus CPE: -0.1%; GPR55 antagonists: 0%; NTR1 agonist: 1.2; T cell modulator vesicle-bound %: 44; NTR1 agonist cell count 20 µM: 40

Results for O=C(/C=C/c1ccc(Cl)c([N+](=O)[O-])c1)Nc1cccnc1 ?
KOR beta-arrestin-1: -23%; T cell modulator: inactive; GPR35 antagonists: -7%; GPR55 activation: -0.3%; KOR beta-arrestin-2: -2.7%; Salmonella PhoP GFP: -17%; West Nile virus CPE: 0.6%; GPR55 antagonists: 2%; NTR1 agonist: -5.2; T cell modulator vesicle-bound %: 47; NTR1 agonist cell count 20 µM: 101

How did O=C(c1cc2cc(Cl)ccc2[nH]1)N1CCN(c2ccccn2)CC1 do in these assays?
KOR beta-arrestin-1: -22%[20 µM]; T cell modulator: inactive; GPR35 antagonists: 4%; GPR55 activation: 0.7%; KOR beta-arrestin-2: -5.1%; Salmonella PhoP GFP: -2%; West Nile virus CPE: -0.3%; GPR55 antagonists: -8%; NTR1 agonist: 3.4; T cell modulator vesicle-bound %: 47; NTR1 agonist cell count 20 µM: 76

How did CC(N=C(NS(=O)(=O)c1ccc(Cl)cc1)c1ccccc1)C(=O)O (centres undefined) do in these assays?
KOR beta-arrestin-1: -23%; T cell modulator: inactive; GPR35 antagonists: -6%; GPR55 activation: 0.3%; KOR beta-arrestin-2: 5.6%; Salmonella PhoP GFP: 5%; West Nile virus CPE: -0.1%; GPR55 antagonists: -2%; NTR1 agonist: 20; T cell modulator vesicle-bound %: 25; NTR1 agonist cell count 20 µM: 91

Results for O=C(N/N=C/c1cccnc1)c1cccc(NC(=O)c2cccc(Br)c2)c1 ?
KOR beta-arrestin-1: 0%; T cell modulator: inactive; GPR35 antagonists: -10%; GPR55 activation: 0.2%; KOR beta-arrestin-2: -0.5%; Salmonella PhoP GFP: 5%; West Nile virus CPE: 0.6%; GPR55 antagonists: 3%; NTR1 agonist: 0.2; T cell modulator vesicle-bound %: 14; NTR1 agonist cell count 20 µM: 49

What do the screens show for `Cc1cc(Cl)ccc1OCC(=O)N/N=C1\CCCc2ccccc21`?
KOR beta-arrestin-1: -20%; T cell modulator: inactive; GPR35 antagonists: 20%; GPR55 activation: -0.1%; KOR beta-arrestin-2: 0.9%; Salmonella PhoP GFP: 4%; West Nile virus CPE: -0.3%; GPR55 antagonists: -17%; NTR1 agonist: 13; T cell modulator vesicle-bound %: 6; NTR1 agonist cell count 20 µM: 60

What do the screens show for `Cc1nc(C)c(CC(=O)N/N=C/c2ccc(O)cc2)c(=O)[nH]1`?
KOR beta-arrestin-1: -4%; T cell modulator: inactive; GPR35 antagonists: 0%; GPR55 activation: -0.2%; KOR beta-arrestin-2: 4.1%; Salmonella PhoP GFP: 10%; West Nile virus CPE: 0.9%; GPR55 antagonists: 11%; NTR1 agonist: 1.1; T cell modulator vesicle-bound %: 24; NTR1 agonist cell count 20 µM: 85

How did O=C1c2cccc3cccc(c23)C(=O)N1CCCc1n[nH]c(=S)n1-c1ccccc1 do in these assays?
KOR beta-arrestin-1: 6%[20 µM]; T cell modulator: inactive; GPR35 antagonists: -10%; GPR55 activation: -0.1%; KOR beta-arrestin-2: -1.2%; Salmonella PhoP GFP: 10%; West Nile virus CPE: 0.4%; GPR55 antagonists: 2%; NTR1 agonist: -0.2; T cell modulator vesicle-bound %: 48; NTR1 agonist cell count 20 µM: 46

Results for COc1cccc(Cn2c(-c3cccs3)noc2=O)c1 ?
KOR beta-arrestin-1: 9%; T cell modulator: inactive; GPR35 antagonists: -4%; GPR55 activation: 0.3%; KOR beta-arrestin-2: -7.9%; Salmonella PhoP GFP: -3%; West Nile virus CPE: 0.0%; GPR55 antagonists: 15%; NTR1 agonist: 1.1; T cell modulator vesicle-bound %: 24; NTR1 agonist cell count 20 µM: 61

What do the screens show for `CCN1C(=O)C(C)S/C1=N\S(=O)(=O)c1ccc(Cl)s1` (centres undefined)?
KOR beta-arrestin-1: 10%; T cell modulator: inactive; GPR35 antagonists: 9%; GPR55 activation: 0.3%; KOR beta-arrestin-2: -1.2%; Salmonella PhoP GFP: 7%; West Nile virus CPE: -0.5%; GPR55 antagonists: 6%; NTR1 agonist: -0.1; T cell modulator vesicle-bound %: 16; NTR1 agonist cell count 20 µM: 48

How did Oc1c(Cl)cc(Cl)cc1C=Nc1cc(C(F)(F)F)ccc1N1CCc2ccccc2C1 do in these assays?
KOR beta-arrestin-1: 2%; T cell modulator: inactive; GPR35 antagonists: 7%; GPR55 activation: 2.5%; KOR beta-arrestin-2: 8.6%; Salmonella PhoP GFP: -9%; West Nile virus CPE: -1.7%; GPR55 antagonists: 5%; NTR1 agonist: 11; T cell modulator vesicle-bound %: 30; NTR1 agonist cell count 20 µM: 98

How did O=S(=O)(Nc1ncccn1)c1ccc(NC(=S)NCc2ccco2)cc1 do in these assays?
KOR beta-arrestin-1: -28%; T cell modulator: inactive; GPR35 antagonists: -18%; GPR55 activation: -0.5%; KOR beta-arrestin-2: -2.7%; Salmonella PhoP GFP: 1%; West Nile virus CPE: 0.0%; GPR55 antagonists: -4%; NTR1 agonist: 3.5; T cell modulator vesicle-bound %: 39; NTR1 agonist cell count 20 µM: 51

How did Cc1ccc(NS(=O)(=O)c2ccc3c(c2)NC(=O)CCS3)cc1C do in these assays?
KOR beta-arrestin-1: 3%; T cell modulator: inactive; GPR35 antagonists: -17%; GPR55 activation: -0.2%; KOR beta-arrestin-2: -1.7%; Salmonella PhoP GFP: 2%; West Nile virus CPE: -0.8%; GPR55 antagonists: -4%; NTR1 agonist: 5.5; T cell modulator vesicle-bound %: 18; NTR1 agonist cell count 20 µM: 49

Results for C=CCn1c(SCC(=O)Nc2nnc(CC)s2)nnc1-c1ccncc1 ?
KOR beta-arrestin-1: -21%; T cell modulator: inactive; GPR35 antagonists: 9%; GPR55 activation: -0.2%; KOR beta-arrestin-2: -1.4%; Salmonella PhoP GFP: -3%; West Nile virus CPE: 0.1%; GPR55 antagonists: 15%; NTR1 agonist: -0.2; T cell modulator vesicle-bound %: 68; NTR1 agonist cell count 20 µM: 66

What do the screens show for `O=c1cc(O)c(-c2ccccc2)c(Cl)[nH]1`?
KOR beta-arrestin-1: -2%; T cell modulator: inactive; GPR35 antagonists: -12%; GPR55 activation: 0.0%; KOR beta-arrestin-2: 1.9%; Salmonella PhoP GFP: 2%; West Nile virus CPE: 0.0%; GPR55 antagonists: 20%; NTR1 agonist: 0.6; T cell modulator vesicle-bound %: 25; NTR1 agonist cell count 20 µM: 91

How did COCCC(=O)N1CCC(Oc2ccc(C(=O)N(C)Cc3cc(C)no3)cc2)CC1 do in these assays?
KOR beta-arrestin-1: -7%; T cell modulator: inactive; GPR35 antagonists: 9%; GPR55 activation: -0.1%; KOR beta-arrestin-2: 1.7%; Salmonella PhoP GFP: -4%; West Nile virus CPE: -0.3%; GPR55 antagonists: 13%; NTR1 agonist: -0.3; T cell modulator vesicle-bound %: 21; NTR1 agonist cell count 20 µM: 62

What do the screens show for `Cc1ccccc1CSc1nc2n(n1)C(c1cccs1)C1=C(CCCC1=O)N2` (centres undefined)?
KOR beta-arrestin-1: -13%; T cell modulator: inactive; GPR35 antagonists: -6%; GPR55 activation: -0.1%; KOR beta-arrestin-2: -8.5%; Salmonella PhoP GFP: -6%; West Nile virus CPE: -0.1%; GPR55 antagonists: 7%; NTR1 agonist: 1.0; T cell modulator vesicle-bound %: 41; NTR1 agonist cell count 20 µM: 50

What do the screens show for `COc1cc(/C=C2\C(=O)ON=C2c2ccccc2)cc(Cl)c1O`?
KOR beta-arrestin-1: -14%; T cell modulator: inactive; GPR35 antagonists: -18%; KOR beta-arrestin-2: -5.1%; Salmonella PhoP GFP: -4%; West Nile virus CPE: 0.5%; GPR55 antagonists: 24%; NTR1 agonist: 10; T cell modulator vesicle-bound %: 11; NTR1 agonist cell count 20 µM: 49

What do the screens show for `CC(C#N)Sc1nnc(-c2ccccc2F)n1C1CC1` (centres undefined)?
KOR beta-arrestin-1: -27%; T cell modulator: inactive; GPR35 antagonists: 6%; GPR55 activation: 0.3%; KOR beta-arrestin-2: -2.5%; Salmonella PhoP GFP: -3%; West Nile virus CPE: 0.2%; GPR55 antagonists: -1%; NTR1 agonist: -1.0; T cell modulator vesicle-bound %: 39; NTR1 agonist cell count 20 µM: 44

Results for O=C(CCl)NC(Cc1c[nH]c2ccc(OCc3ccccc3)cc12)C(=O)O (centres undefined) ?
KOR beta-arrestin-1: -37%; T cell modulator: inactive; GPR35 antagonists: 14%; GPR55 activation: -0.3%; KOR beta-arrestin-2: 1.6%; Salmonella PhoP GFP: 0%; West Nile virus CPE: -1.0%; GPR55 antagonists: -2%; NTR1 agonist: 0.0; T cell modulator vesicle-bound %: 50; NTR1 agonist cell count 20 µM: 51

Results for C/C(=N\O)c1ccn(S(=O)(=O)c2ccc(Cl)cc2)c1 ?
KOR beta-arrestin-1: 31%; T cell modulator: inactive; GPR35 antagonists: -8%; GPR55 activation: 0.2%; KOR beta-arrestin-2: -6.6%; Salmonella PhoP GFP: -2%; West Nile virus CPE: -0.7%; GPR55 antagonists: 3%; NTR1 agonist: 0.1; T cell modulator vesicle-bound %: 14; NTR1 agonist cell count 20 µM: 54

How did CC(=O)Nc1ncc(Cc2cc(Cl)ccc2Cl)s1 do in these assays?
KOR beta-arrestin-1: -24%[20 µM]; T cell modulator: inactive; GPR35 antagonists: 14%; GPR55 activation: -0.1%; West Nile virus CPE: -1.6%; GPR55 antagonists: 7%; NTR1 agonist: 2.0; T cell modulator vesicle-bound %: 42; NTR1 agonist cell count 20 µM: 74
